Compound activity (PubChem)
NS5 inhibitors: Dengue-2 NS5 methyltransferase inhibitors, primary screen, biochemical, confirmation dose response (AID 588689) | Genome polyprotein (Dengue virus type 2 (strain 16681-PDK53)) | Dengue-2 NS5 methyltransferase capping enzyme assay, biochemical; higher % means a stronger effect | inhibition, % at 25 µM, or IC50 in µM where a hit was titrated | hit rate 0.3% among 340,000; in the data active = a potency from the dose series; inconclusive = inhibition above about 29% without an active follow-up result
ER stress rescue: rescue of cells from ER stress-induced death, primary screen, 384-well, CSM14.1, thapsigargin, ATP luminescence (AID 1222); 190,000 tested, under 10 active; CSM14.1 thapsigargin-induced death rescue, ATP luminescence; higher % means a stronger effect; one-dose cellular ATP content (survival), % at 20 µM; EC50 in µM for titrated hits;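 active = EC50 below 50 µM in the dose-response confirmation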;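 also: death triggered by thapsigargin at about 15 µM added after 2 h compound pretreatment; cell ATP read after overnight thapsigargin exposure of roughly 18 to 22 hours; normalized against plate controls of thapsigargin alone and 5% DMSO vehicle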
RSV CPE inhibition: RSV antiviral activity via CPE protection, HEp-2 cells, primary 10 µM value included (AID 2391). HEp-2 cells, RSV-induced CPE inhibition; higher % means a stronger effect. CPE inhibition, % at 10 µM; hits with a dose series show IC50 in µM. hit rate 0.13% among 310,000; in the data active = a potency from the dose series; inconclusive = CPE inhibition mostly from about 23% at the one dose, without a potency; inactive = the rest, 99 in 100 with CPE inhibition below about 21%; also: strong numbers were not always called active
GPR35 arrestin U2OS: GPR35 antagonists blocking zaprinast-driven arrestin recruitment, primary screen, imaging, U2OS, beta-arrestin-GFP, zaprinast agonist (AID 2058) | hit rate 0.052% among 290,000 | one-dose inhibition, % at 10 µM; IC50 in µM for titrated hits | G-protein coupled receptor 35 (Homo sapiens) | U2OS GPR35 beta-arrestin-GFP translocation imaging, zaprinast antagonism; higher % means a stronger effect;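 active = inhibition of at least 50% with at least 30 cells and total cytoplasm GFP at most 10,000,000; inconclusive = under 30 cells or total GFP of 10,000,000 plus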
PhoP inhibition: inhibitors of PhoP regulon expression, primary screen, Salmonella Typhimurium, GFP reporter (AID 1863) | S. Typhimurium PhoP-regulated promoter GFP reporter, 4 h; higher % means a stronger effect | inhibition, % at 50 µM; hits with a dose series show IC50 in µM | hit rate 0.16% among 300,000;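 active = inhibition over 29.93%, a cutoff 3 SD above the screen mean, later confirmed by dose response; inconclusive = inhibition over 29.93% but no dose response follow-up; inactive = inhibition at most 29.93% or unconfirmed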;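 also: 0% = low Mg2+ inducing control and 100% = high Mg2+ repressing control; strong numbers were not always called active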
West Nile antiviral: West Nile virus antiviral activity, cell-based, CPE readout (AID 1621). West Nile virus-infected cells, CPE inhibition; higher % means a stronger effect. CPE inhibition, % at 10 µM; hits with a dose series show IC50 in µM. hit rate 0.02% among 290,000; in the data active = a potency from the dose series; inconclusive = CPE inhibition mostly from about 3.7% at the one dose, without a potency; inactive = the rest, 99 in 100 with CPE inhibition below about 2.2%; also: strong numbers were not always called active
LYP inhibition: inhibitors of LYP phosphatase, biochemical, fluorescence intensity, uHTS (AID 1779) | Tyrosine-protein phosphatase non-receptor type 22 (Homo sapiens) | one-dose inhibition, % at 11.5 µM; IC50 in µM for titrated hits | recombinant LYP phosphatase, fluorescence intensity; higher % means a stronger effect | hit rate 0.054% among 290,000; in the data active = inhibition above about 50%;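 also: plate controls were vehicle with enzyme for no effect and no enzyme for full effect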
SV40 large T antigen: SV40 large T antigen inhibitors, biochemical (AID 1903). SV40 large T antigen ATPase/helicase inhibition assay; higher % means a stronger effect. inhibition, % at 20 µM, or IC50 in µM where a hit was titrated. hit rate 0.39% among 310,000; in the data active = a potency from the dose series; inconclusive = inhibition mostly from about 32% at the one dose, without a potency; inactive = the rest, 99 in 100 with inhibition below about 32%; also: strong numbers were not always called active
MgcRacGAP inhibition: MgcRacGAP GTPase-activating activity inhibitors, confirmation, biochemical, ADP Hunter fluorescence; MgcRacGAP-stimulated Rac1 GTP hydrolysis, ADP Hunter fluorescence; higher % means a stronger effect; GST-tagged Rac1 F28L mutant substrate; inhibition, % at 30 µM, or IC50 in µM where a hit was titrated; hit rate 0.6% among 340,000;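 active = first-screen hits whose inhibition reached a set limit at any dose in the follow-up dose series; inconclusive = inhibition above the set first-screen limit but never retested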;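 also: fluorescence reports GDP produced by GAP-driven GTP hydrolysis; strong numbers were not always called active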
NS5 inhibitors pilot replicate: also measured in NS5 inhibitors; calls as there; inhibition, %; measured here: pilot screen replicate inhibition
* hit, by the source's call; ? = inconclusive; nt = not tested or not shown.

SMILES	NS5 inhibitors	ER stress rescue	RSV CPE inhibition	GPR35 arrestin U2OS	PhoP inhibition	West Nile antiviral	LYP inhibition	SV40 large T antigen	MgcRacGAP inhibition	others
N#Cc1ccc(NC(=O)COC(=O)CCc2ccc(S(=O)(=O)N3CCCCC3)cc2)cc1	-5%	-2.7%	0.6%	-6%	2%	0.2%	-5%	9%	8%
N#Cc1c(N)c(C(=O)c2ccc(Br)cc2)n2c1CCC2	nt	-1.6%	2.9%	-12%	2%	-0.3%	-2%	-1%	4%
COc1ccc(-n2c(SCC(N)=O)nnc2-c2cccnc2)cc1	2%	-1.0%	1.8%	9%	2%	0.2%	-6%	4%	3%
COc1cc2c(cc1O)[C@H](Cc1ccc(Oc3cc(C[C@@H]4NCCc5cc(OC)c(O)cc54)ccc3O)cc1)NCC2	nt	5.2%	-3.0%	6%	0%	1.0%	-4%	27%	nt
CCCCn1c(NC(=O)c2ccccc2Cl)c(C#N)c2nc3ccccc3nc21	-31%	-2.3%	17%	-4%	-6%	-0.6%	6%	-11%	15%
O=C(CSc1n[nH]c(-c2ccc(S(=O)(=O)NC3CCCCC3)cc2)n1)N1CCCC1	-3%	5.1%	0.7%	8%	0%	-0.1%	-7%	-3%	-1%
COC(=O)NN=C1CCC(c2ccccc2)CC1 (stereo not drawn)	-7%	nt	0.6%	1%	2%	-0.3%	-12%	25%	6%
COC(=O)c1ccc(-c2nc(-c3ccc(Br)o3)no2)cc1	6%	-1.0%	3.6%	7%	8%	0.2%	-4%	13%	13%
CCOc1ccc(C(=O)CCN2CCCCCC2)cc1	-16%	7.7%	1.9%	-6%	-7%	0.1%	0%	5%	10%
Clc1ccccc1C1Nc2cccc3cccc(c23)N1	21%	nt	0.6%	-4%	5%	0.5%	-4%	28%	22%
Cc1nc(-c2ccc(NC(=O)CC(C)C)cc2)cs1	1%	-5.4%	9.0%	0%	1%	-0.6%	-8%	4%	6%
Clc1ccc(OCCCN2CCCC2)cc1Cl	3%	1.7%	-0.5%	-6%	25%	-1.1%	-6%	1%	-14%
COC1(OC)N=C(N)C2(C#N)C(c3ccc(F)cc3)C12C#N (stereo not drawn)	11%	-1.5%	1.1%	6%	-1%	0.2%	0%	0%	9%
O=C(c1ccco1)N1CCN(C(=O)C2Cc3ccccc3CN2S(=O)(=O)c2ccc(F)cc2)CC1 (stereo not drawn)	0%	-0.5%	0.3%	7%	-11%	0.0%	-3%	18%	9%
CCN(CC)S(=O)(=O)c1ccc(NS(=O)(=O)c2cccc(C)c2)cc1	-1%	2.0%	1.3%	-9%	-17%	0.1%	-7%	5%	2%
O=C(CSC1=NS(=O)(=O)c2cc(F)ccc2N1)NCCc1ccccc1	-1%	nt	1.3%	nt	9%	nt	nt	10%	6%
O=C(N/N=C/c1cccc(OC(=O)c2cccc(Br)c2)c1)c1cccnc1	-3%	nt	0.5%	-9%	4%	-0.1%	-7%	15%	10%
COc1ccccc1C(=O)Nc1ccnn1C1CCN(Cc2cc(C)c(C)cc2C)CC1	-3%	nt	1.1%	-9%	6%	0.0%	-6%	3%	5%
COc1ccc(NC(=O)CSc2nc(=O)n(CCN(C)C)c3c2CCCC3)cc1	-9%	nt	-1.4%	nt	6%	nt	nt	23%	-1%
O=S(=O)(NCCc1cccs1)c1ccc(Br)cc1	-4%	nt	0.2%	-2%	8%	0.0%	1%	-4%	2%
COc1ccc(S(=O)(=O)N2CCN(C(=O)C3CCCCC3)CC2)cc1	-4%	nt	1.7%	-8%	-1%	-0.5%	-9%	7%	4%
O=C(NCCN1CCOCC1)C(Sc1ccccc1)c1ccccc1 (stereo not drawn)	-1%	nt	1.3%	4%	2%	-0.4%	-3%	6%	15%
Cc1cccc(NC(=O)CSc2c3c(nc4ccccc24)CCC3)n1	5%	-1.1%	-0.1%	-10%	-7%	-0.2%	-9%	1%	10%
CCOc1ccc(S(=O)(=O)Nc2ccccc2C(=O)Nc2ccccc2N2CCOCC2)cc1	-3%	-1.8%	2.9%	3%	-2%	-1.1%	10%	19%	1%
CCn1cnc2c1c(=O)n(CC(=O)Nc1ccc3c(c1)OC(F)(F)O3)c(=O)n2Cc1ccccc1	-4%	-2.8%	14%	-16%	24%	-0.2%	4%	18%	1%

As a working copy, part of the list above.
SMILES	NS5 inhibitors	ER stress rescue	RSV CPE inhibition	GPR35 arrestin U2OS	PhoP inhibition	West Nile antiviral	LYP inhibition	SV40 large T antigen	MgcRacGAP inhibition	others
O=C(CSC1=NS(=O)(=O)c2cc(F)ccc2N1)NCCc1ccccc1	-1%	nt	1.3%	nt	9%	nt	nt	10%	6%
O=C(N/N=C/c1cccc(OC(=O)c2cccc(Br)c2)c1)c1cccnc1	-3%	nt	0.5%	-9%	4%	-0.1%	-7%	15%	10%

Additional entries
SMILES	NS5 inhibitors	ER stress rescue	RSV CPE inhibition	GPR35 arrestin U2OS	PhoP inhibition	West Nile antiviral	LYP inhibition	SV40 large T antigen	MgcRacGAP inhibition	others
O=C(Nc1cc(S(=O)(=O)N2CCCCC2)ccc1Oc1ccccc1)C1=COCCO1	3%	nt	13%	0%	-4%	0.1%	-5%	11%	6%
CCOc1ccc(NCc2nnc(SCC(=O)Nc3cc(C)on3)n2-c2ccc(OC)cc2)cc1	2%	-1.3%	1.3%	-4%	2%	-0.3%	5%	30µM*	14%
O=C(CCN1C(=O)C2C3CCC(C3)C2C1=O)OCC(=O)c1cccc([N+](=O)[O-])c1 (stereo not drawn)	-1%	-0.3%	-0.5%	-7%	8%	-0.4%	2%	5%	3%
Cn1c2c(c(=O)n(C)c1=O)C(c1ccccc1OC(F)F)C1=C(CCCC1=O)N2 (stereo not drawn)	-13%	nt	-0.2%	nt	-5%	1.5%	nt	8%	10%
O=C(CSc1ncccn1)N/N=C/c1ccc(OC2CSC2)cc1	-17%	0.4%	2.1%	10%	4%	-0.7%	8%	5%	4%
COc1ccc(NC(=O)CCNS(=O)(=O)c2cccc3nonc23)cc1	-5%	nt	0.3%	12%	14%	-0.2%	-9%	18%	-3%
Cc1ccc(CNCCCSc2ncccn2)cc1	4%	nt	-2.3%	12%	7%	-0.8%	-10%	0%	9%	NS5 inhibitors pilot replicate=2.7
CC(=O)c1ccc(NC(=O)/C(=C\c2ccco2)NC(=O)c2ccco2)cc1	-15%	nt	0.9%	4%	-2%	-0.4%	-5%	9%	7%
O=C(NC1CCCN(Cc2ccc(Cl)cc2)C1)c1cccc(N2CCCC2=O)c1 (stereo not drawn)	2%	nt	1.2%	1%	-1%	-0.5%	-7%	10%	7%
Cc1cc(C)n(-c2nc3c(c(=O)[nH]c(=O)n3C)n2CC(O)c2ccccc2)n1 (stereo not drawn)	-2%	nt	-0.9%	2%	-6%	0.0%	-1%	12%	0%
CC(=O)Oc1ccc(C2(C)CC(C)(C)Oc3cc(OC(C)=O)ccc32)c(OC(C)=O)c1 (stereo not drawn)	-7%	nt	2.0%	9%	5%	0.2%	1%	8%	2%
CCc1cccc(NC(=O)c2cnn(-c3ccccc3)c2C)c1	-3%	nt	55%	5%	0%	-0.7%	-9%	5%	7%	NS5 inhibitors pilot replicate=-2.8
CCC(C)NC(=O)CN1C(=O)c2cccc3cccc1c23 (stereo not drawn)	-2%	nt	0.8%	3%	-6%	-0.1%	-4%	14%	0%
COc1cc(OC)cc(C(=O)N[C@H](C(=O)OCC(=O)c2ccc3c(c2)NC(=O)CO3)C(C)C)c1	-2%	1.2%	1.0%	-10%	9%	-0.1%	-2%	0%	9%
Cc1c(O)c(CN(C)C)cc2c1oc(=O)c1ccccc12	-9%	nt	3.5%	6%	-5%	0.1%	-6%	25%	?
Cc1ccc2c(c1)C1NC(=S)NC(C)(O2)C1C(=O)Nc1ccc(Cl)cc1 (stereo not drawn)	-8%	1.9%	1.4%	-4%	4%	-1.2%	-6%	-9%	9%
Cc1cccc2[nH]c(CN(C)Cc3nc(CC4CC4)no3)nc12	-9%	-0.2%	0.8%	13%	2%	-0.2%	-5%	7%	-1%
CN(CC(=O)Nc1c(Cl)cccc1Cl)C(=O)C1=COCCO1	3%	nt	-0.6%	nt	-6%	nt	nt	14%	4%
COc1ccc(-c2cc(C(=O)NCc3ccccc3)no2)cc1OC	-5%	-1.2%	nt	-3%	-9%	-0.3%	3%	107%	-2%
O=C(O)CSCC(=O)Nc1cc(C(F)(F)F)ccc1Cl	-3%	1.8%	0.5%	4%	8%	-0.1%	0%	11%	3%
c1ccc(CNc2nc(NCc3ccco3)nc(N3CCOCC3)n2)cc1	-7%	4.6%	2.1%	3%	-9%	-0.9%	-2%	27%	12%
CCN1CCN(CCC(=O)Nc2cccc(OC)c2)CC1	5%	-0.5%	-0.9%	5%	4%	-0.2%	-9%	1%	3%
COc1cccc(NC(=S)NCCc2ccccn2)c1	-10%	-0.1%	-1.4%	6%	-13%	0.6%	-2%	5%	8%
Cc1nc(Nc2ccc(Cl)cc2)c2nnn(Cc3ccccc3)c2n1	-6%	1.0%	1.2%	13%	nt	-1.2%	2%	nt	6%
Cc1nn2cc(-c3ccc(Cl)cc3)cnc2c1Br	-6%	-1.2%	-0.4%	-2%	-3%	0.7%	-4%	4%	3%
SMILES	NS5 inhibitors	ER stress rescue	RSV CPE inhibition	GPR35 arrestin U2OS	PhoP inhibition	West Nile antiviral	LYP inhibition	SV40 large T antigen	MgcRacGAP inhibition	others
Cc1ccc(COC(=O)CCc2nc3ccccc3c(=O)[nH]2)cc1	-7%	1.0%	2.3%	-6%	6%	-0.8%	-4%	1%	3%
O=C(CNC1CCCCC1)Nc1ccc(S(=O)(=O)N2CCCCC2)cc1	-8%	nt	1.1%	0%	5%	-0.5%	-8%	2%	-3%
CCCCC1=NN(C(=O)c2ccco2)C(O)(C(F)(F)F)C1 (stereo not drawn)	-10%	-2.6%	-0.6%	6%	-2%	-0.4%	-3%	0%	-2%
CCCCN(CCCC)C(=O)c1sc2nc(N3CCOCC3)c3c(c2c1N)CCCC3	nt	nt	1.3%	-7%	-12%	-0.1%	-4%	29%	nt
COc1cccc(-c2nc(CS(=O)CC(=O)NCc3ccccc3Cl)c(C)o2)c1 (stereo not drawn)	-2%	-2.7%	0.8%	10%	9%	-0.3%	-13%	6%	8%
CCCCN(C)C(=O)CSc1nc(NCc2ccc(OC)cc2)c2ccccc2n1	-5%	-1.2%	3.4%	8%	4%	-2.1%	4%	0%	1%
O=C(NCCCn1ccnc1)C(=O)NCC1OCCN1S(=O)(=O)c1cc(F)ccc1F (stereo not drawn)	-1%	nt	-0.2%	-5%	0%	1.3%	-4%	18%	5%
Cn1c(=O)[nH]c(=O)c2c1nc1n2CC(COc2ccc3ccccc3c2)O1 (stereo not drawn)	8%	nt	0.6%	-7%	-13%	-0.3%	-3%	11%	5%
